NALP3 yeast inh: inhibitors of NALP3 inflammasome in yeast. Yeast reconstituted NLRP3/ASC/caspase-1, beta-gal luminescence, 24 h. inhibition, % at 10 µM. actives 0.39% (n = 330,000). AID 2825;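 active = inhibition of 50% or more; inactive = inhibition below 50%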;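 note: plate controls were induced DMSO wells for no effect and uninduced yeast grown without galactose for full effect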
TIM10 inh: inhibits growth of TIM10 yeast strain; S. cerevisiae TIM10 strain growth, BacTiter-Glo luminescence, 24 h; inhibition, % at 10 µM; actives 1.4% (n = 330,000);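 active = inhibition of 40% or more at the single tested concentration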;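 note: wild-type TIM10 isogenic control strain grown at permissive 25 °C; 0% = DMSO yeast wells and 100% = minimal medium wells without yeast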
hIAP block: blocks human intestinal alkaline phosphatase. P09923. purified IAP, CDP-Star luminescence, 30 min. inhibition, % at 10 µM. actives 0.12% (n = 330,000). AID 2544;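 active = inhibition reaching a set limit with compound at 10 µM in the primary screen, cut at about 35% in these data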;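 note: plate controls were DMSO wells with enzyme for no effect and no-enzyme buffer wells for full effect; values of inactives mirror those of a sister screen read the other way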
Target sequence (P09923 whole entry, looked up): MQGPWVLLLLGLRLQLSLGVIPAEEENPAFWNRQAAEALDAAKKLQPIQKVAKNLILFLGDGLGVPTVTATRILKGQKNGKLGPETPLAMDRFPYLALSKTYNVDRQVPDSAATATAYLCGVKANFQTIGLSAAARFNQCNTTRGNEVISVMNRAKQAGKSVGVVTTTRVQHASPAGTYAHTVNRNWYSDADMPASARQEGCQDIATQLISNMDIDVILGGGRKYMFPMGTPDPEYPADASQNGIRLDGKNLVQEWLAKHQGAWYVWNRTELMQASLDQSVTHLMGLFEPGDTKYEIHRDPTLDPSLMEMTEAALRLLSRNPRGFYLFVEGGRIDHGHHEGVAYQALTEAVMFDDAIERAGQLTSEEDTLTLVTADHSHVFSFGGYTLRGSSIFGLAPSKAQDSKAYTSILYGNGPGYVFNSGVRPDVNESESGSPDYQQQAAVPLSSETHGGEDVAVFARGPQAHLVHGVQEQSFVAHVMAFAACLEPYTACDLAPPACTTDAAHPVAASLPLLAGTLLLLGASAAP
A3A deaminase: inhibitors of human APOBEC3A DNA deaminase | P31941 | recombinant A3A, FAM/TAMRA ssDNA deamination fluorescence | inhibition, % at 20 µM | actives 0.41% (n = 330,000);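 active = at least 40% inhibition at 20 µM here, with at most 30% in a related deaminase screen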;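 note: plate controls were A3A with DMSO for no effect and wells lacking A3A enzyme for full effect; some results filed as inactive read as strong as hits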
tim10-1 inh: tim10-1 yeast growth inhibition; actives 2.2% (n = 330,000); S. cerevisiae tim10-1 ts strain growth, BacTiter-Glo, 24 h; AID 463190; inhibition, % at 20 µM;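 active = inhibition of at least 40%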;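 note: mutant grown at 25 °C; 0% = DMSO wells with yeast and 100% = wells holding no yeast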
APOBEC3G inh: APOBEC3G (human) deaminase inhibition; recombinant A3G, ssDNA deamination FAM/TAMRA fluorescence; inhibition, % at 20 µM; actives 0.28% (n = 330,000); AID 493012;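 active = inhibition of at least 40% at 20 µM, with no more than 30% in the related APOBEC3A deaminase screen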;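 note: plate controls were DMSO wells with A3G for no effect and wells lacking A3G enzyme for full effect; some compounds called inactive have numbers as strong as hits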
Target sequence (Q9HC16 whole entry, looked up): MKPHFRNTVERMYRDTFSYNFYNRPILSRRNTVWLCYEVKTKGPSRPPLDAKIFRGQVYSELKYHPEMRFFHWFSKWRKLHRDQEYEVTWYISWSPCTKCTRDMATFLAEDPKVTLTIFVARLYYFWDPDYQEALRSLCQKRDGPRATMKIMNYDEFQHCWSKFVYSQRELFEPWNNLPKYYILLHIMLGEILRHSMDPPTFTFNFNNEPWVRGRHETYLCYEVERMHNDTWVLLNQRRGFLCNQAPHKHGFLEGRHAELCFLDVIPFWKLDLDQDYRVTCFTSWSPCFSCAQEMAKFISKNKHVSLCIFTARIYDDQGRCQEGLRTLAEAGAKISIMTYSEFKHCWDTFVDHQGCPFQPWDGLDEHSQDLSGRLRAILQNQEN
mIAP act: increases mouse intestinal alkaline phosphatase activity; muIAP, CDP-Star luminescence, 30 min; hits give high values; 1 = vehicle-only enzyme signal, 0 = enzyme-free wells; activation factor at 10 µM; actives 0.24% (n = 330,000); AID 2805;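 active = activation factor of at least 2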; note: the source names both 10 and 20 µM as test concentration; values of inactives mirror those of a sister screen read the other way
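System: Mouse IAP enzyme | Also added: CDP-Star substrate | Dosing: Compounds dispensed in DMSO | Schedule: 30 min enzyme-substrate-compound incubation at room temperature | Technique: Chemiluminescence readout | Control set: DMSO-only wells and no-enzyme negative control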
mIAP inh: blocks mouse intestinal alkaline phosphatase; AID 2806; actives 0.2% (n = 330,000); inhibition, % at 10 µM; purified mouse IAP, CDP-Star luminescence, 30 min;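 active = inhibition of at least 40% at 10 µM in the primary screen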;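 note: plate controls were DMSO with enzyme for no effect and no enzyme wells for full effect; values of inactives mirror those of a sister screen read the other way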
beta cell repl: induces beta-cell replication in MIN6 cells. MIN6 cells proliferation, ATPlite luminescence, 48 h; cells starved in 0.2% serum; 100% = growth in 10% serum. AID 2380. proliferation, % at 10 µM. actives 0.29% (n = 330,000);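 active = compounds whose signal lies at least 3.5 SD above the mean of all wells on their plate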;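 note: 0% = DMSO-treated cells in low-serum medium and 100% = 10% serum control; some compounds called inactive have numbers as strong as hits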
The depositor's hits bear a star. No enrichment for hits; any-hit rate near 4.6%.

| Molecule | mIAP inh | tim10-1 inh | NALP3 yeast inh | mIAP act | A3A deaminase | beta cell repl | TIM10 inh | hIAP block | APOBEC3G inh |
| --- | --- | --- | --- | --- | --- | --- | --- | --- | --- |
| CCN(CC)S(=O)(=O)c1ccc(S(=O)(=O)Nc2c(C)nn(C)c2C)cc1 | -2 | -15 | 19 | 1 | 6 | -7 | 10 | -19 | 1 |
| Cn1cc([N+](=O)[O-])c(C(=O)N/N=C/c2ccncc2)n1 | -1 | 12 | 16 | 1 | -6 | -1 | -2 | 20 | -12 |
| O=C(/C=C/Nc1ccc(F)cc1)c1cccs1 | 2 | -11 | 19 | 0.97 | 1 | -4 | 10 | -11 | -7 |
| Cc1ccc2c(c1C)NC(=O)C2(O)CC(=O)c1ccc2c(c1)OCO2 (stereo not drawn) | 12 | 7 | 10 | 0.88 | 1 | 1 | 10 | 17 | -4 |
| CC(C)(Oc1ccc(CCNC(=O)c2ccc(-c3ccccc3)o2)cc1)C(=O)O | 1 | 10 | 8 | 0.99 | -1 | -1 | 3 | -9 | -1 |
| O=C(c1cccc(F)c1)N1CCN(Cc2c[nH]c3ccccc23)CC1 | -8 | 18 | 19 | 1.1 | -9 | -2 | 5 | -14 | 4 |
| Cc1ccc(S(=O)(=O)NCC(=O)NC2CC2)cc1 | -4 | 3 | 16 | 1 | -4 | 11* | -6 | -25 | -12 |
| Cc1nnc(SCc2ccccc2Cl)n1CC1CCCO1 (stereo not drawn) | 9 | 10 | 3 | 0.91 | -1 | -1 | 2 | 11 | 1 |
| CCC(c1nnc(SCC(=O)Nc2cccc(S(N)(=O)=O)c2)n1Cc1ccccc1)N(C)C (stereo not drawn) | 7 | 2 | 2 | 0.93 | 4 | -3 | 8 | -7 | -8 |
| Cc1oc(-c2cc(F)ccc2F)nc1CN(C)Cc1ccc2nccnc2c1 | -2 | -6 | 28 | 1 | -2 | 4 | 5 | 9 | -18 |
| Nc1nc(-c2ccccc2)nc2sc3c(c12)CCCC3 | 7 | 31 | 28 | 0.93 | 4 | 0 | 30 | 7 | -2 |
| Cc1nn(Cc2ccc(C(=O)Nc3ccccc3F)cc2)c(C)c1Cl | -5 | 41* | 23 | 1 | -2 | -3 | 11 | -6 | -6 |
| Cc1ccc(CN(C)C(=O)c2cc(COc3cccc(C(F)(F)F)c3)on2)o1 | -6 | 25 | 23 | 1.1 | 3 | -2 | 12 | 2 | 3 |
| N#CC1=C2N=C(N)c3c(sc4c3CCCCC4)N2C2=C(C(=O)CCC2)C1c1ccccc1 (stereo not drawn) | 15 | 27 | 14 | 0.85 | 0 | -6 | 2 | 3 | 0 |
| COc1ccccc1N(C)S(=O)(=O)c1ccc(C(=O)NC2CCCCCC2)cc1 | 6 | 17 | 10 | 0.94 | -1 | -5 | 6 | -6 | 2 |
| O=C(Cc1ccc(Br)cc1)NC1CCCc2ccccc21 (stereo not drawn) | 0 | 0 | 8 | 0.99 | -2 | 0 | 13 | 3 | -6 |
| C=CCOc1c2ccc(C(=O)NCCc3ccc(C)cc3)cc2nn1C | -17 | -12 | -2 | 1.2 | -5 | 0 | -6 | 3 | -13 |
| Cc1ccc(CNC(=O)CCC2CCCN(Cc3c(C)nn(C(C)C)c3C)C2)o1 (stereo not drawn) | 1 | 6 | -6 | 0.99 | -1 | 3 | -1 | 15 | -3 |
| NC(=O)c1ccc(-c2ccc(Br)cc2)o1 | 12 | 25 | 13 | 0.88 | 3 | -2 | 15 | 9 | -2 |
| CCOC(=O)N1CCN(C(=O)c2ccc(C)c(S(=O)(=O)Nc3cccc(C)c3C)c2)CC1 | 2 | 0 | -1 | 0.98 | 0 | -2 | -7 | 1 | 2 |

Some of these compounds in order of formula weight, descending:
| Molecule | mIAP inh | tim10-1 inh | NALP3 yeast inh | mIAP act | A3A deaminase | beta cell repl | TIM10 inh | hIAP block | APOBEC3G inh |
| --- | --- | --- | --- | --- | --- | --- | --- | --- | --- |
| N#CC1=C2N=C(N)c3c(sc4c3CCCCC4)N2C2=C(C(=O)CCC2)C1c1ccccc1 (stereo not drawn) | 15 | 27 | 14 | 0.85 | 0 | -6 | 2 | 3 | 0 |
| COc1ccccc1N(C)S(=O)(=O)c1ccc(C(=O)NC2CCCCCC2)cc1 | 6 | 17 | 10 | 0.94 | -1 | -5 | 6 | -6 | 2 |
| Cc1ccc(CNC(=O)CCC2CCCN(Cc3c(C)nn(C(C)C)c3C)C2)o1 (stereo not drawn) | 1 | 6 | -6 | 0.99 | -1 | 3 | -1 | 15 | -3 |
| Cc1ccc(CN(C)C(=O)c2cc(COc3cccc(C(F)(F)F)c3)on2)o1 | -6 | 25 | 23 | 1.1 | 3 | -2 | 12 | 2 | 3 |
| CC(C)(Oc1ccc(CCNC(=O)c2ccc(-c3ccccc3)o2)cc1)C(=O)O | 1 | 10 | 8 | 0.99 | -1 | -1 | 3 | -9 | -1 |
| Cc1oc(-c2cc(F)ccc2F)nc1CN(C)Cc1ccc2nccnc2c1 | -2 | -6 | 28 | 1 | -2 | 4 | 5 | 9 | -18 |
| Cc1nn(Cc2ccc(C(=O)Nc3ccccc3F)cc2)c(C)c1Cl | -5 | 41* | 23 | 1 | -2 | -3 | 11 | -6 | -6 |
| C=CCOc1c2ccc(C(=O)NCCc3ccc(C)cc3)cc2nn1C | -17 | -12 | -2 | 1.2 | -5 | 0 | -6 | 3 | -13 |
| Cc1ccc2c(c1C)NC(=O)C2(O)CC(=O)c1ccc2c(c1)OCO2 (stereo not drawn) | 12 | 7 | 10 | 0.88 | 1 | 1 | 10 | 17 | -4 |
| O=C(c1cccc(F)c1)N1CCN(Cc2c[nH]c3ccccc23)CC1 | -8 | 18 | 19 | 1.1 | -9 | -2 | 5 | -14 | 4 |
| Cn1cc([N+](=O)[O-])c(C(=O)N/N=C/c2ccncc2)n1 | -1 | 12 | 16 | 1 | -6 | -1 | -2 | 20 | -12 |

Other results:
| Molecule | mIAP inh | tim10-1 inh | NALP3 yeast inh | mIAP act | A3A deaminase | beta cell repl | TIM10 inh | hIAP block | APOBEC3G inh |
| --- | --- | --- | --- | --- | --- | --- | --- | --- | --- |
| COC(=O)c1sc(SC)c(S(=O)(=O)C(C)C)c1N/N=C(\C#N)S(=O)(=O)c1ccccn1 | 18 | 5 | 21 | 0.82 | -2 | 3 | 1 | 15 | -2 |
| CC(C)Cc1nnc(NC(=O)CCNC(=O)c2ccco2)s1 | -17 | 17 | 14 | 1.2 | 3 | 0 | -9 | 3 | 2 |
| COc1ccc2c(=O)c3c(=O)n(Cc4ccco4)c(-c4ccco4)nc3oc2c1 | 6 | 20 | 19 | 0.94 | 62 | -2 | 17 | 3 | 60 |
| CCOc1ccc(N(CC(=O)N2CCOCC2)S(=O)(=O)c2ccc(F)cc2)cc1 | -2 | -9 | 21 | 1 | -2 | 5 | 6 | 6 | -7 |
| O=S(=O)(c1cccc2nsnc12)N1CCCC1 | -2 | 15 | -4 | 1 | -1 | 0 | -10 | 3 | -2 |
| Cc1ccnc(NS(=O)(=O)c2ccc(NS(=O)(=O)c3ccccc3)cc2)n1 | 7 | 13 | 6 | 0.93 | 1 | -2 | 2 | -7 | -6 |
| Cn1c(N)c(C(=O)COC(=O)CNC(=O)c2ccccc2F)c(=O)n(C)c1=O | -3 | -15 | 10 | 1 | 8 | 1 | -1 | -18 | -4 |
| CC(=O)Nc1nc(-c2ccc(Cl)cc2)nc(C)c1C(C)=O | -1 | 27 | -12 | 1 | 0 | -1 | 24 | -20 | -6 |
| CN(C)S(=O)(=O)n1cc(/C=C(\NC(=O)c2ccccc2F)C(=O)NCCCN2CCOCC2)c2ccccc21 | 0 | 1 | 10 | 1 | -7 | 1 | 3 | -17 | -8 |
| CCCCC(CCCC)=N/N=C/c1c(O)n(CC)c2cc(C3=NNC(=O)CC3)ccc12 | 14 | 0 | 10 | 0.86 | -19 | 2 | -6 | 5 | -3 |
| CN1CCN(C(=O)/C(=C\c2cccs2)NC(=O)c2ccco2)CC1 | -2 | 12 | 6 | 1 | 2 | 0 | -13 | -7 | -3 |
| COc1ccccc1-c1cn(-c2ccccc2)c(=S)[nH]1 | 7 | 36 | 25 | 0.93 | -8 | -4 | 32 | -14 | -10 |
| COc1ccc(Br)cc1S(=O)(=O)Nc1ccc(Cl)cn1 | -2 | -38 | 8 | 1 | -4 | 4 | -45 | -19 | -6 |
| CCOC(=O)c1cn(-c2ccccc2CO)c2c(F)c(F)c(F)cc2c1=O | -6 | 6 | 9 | 1.1 | 0 | -1 | -4 | 4 | -1 |
| CCOC(=O)c1cnc2ccc(C)cc2c1OCc1cc(F)cc(F)c1 | 6 | 15 | -25 | 0.94 | -4 | -1 | 20 | -11 | -5 |
| Cc1cc(C)c(NC(=O)CN2CCCCCC2)c(C)c1 | 5 | 23 | 19 | 0.95 | -1 | 1 | -4 | 4 | -5 |
| COc1cc2c(cc1OC)CN(C(=O)c1cccc([N+](=O)[O-])c1)CC2 | -5 | -8 | 7 | 1.1 | 6 | -1 | 0 | 16 | -3 |
| O=C(COC(=O)COc1ccc(Nc2ccccc2)cc1)NCc1ccco1 | 3 | 4 | 14 | 0.97 | 5 | -6 | -3 | 2 | 1 |
| CC(C[N+](C)(C)C)OC(=O)C1(c2ccccc2)CCCC1 (stereo not drawn) | 9 | 6 | 12 | 0.91 | 44* | -3 | 3 | -10 | 14 |
| Nc1nc(Cl)cc(=O)n1Cc1ccc(Cl)cc1 | 2 | 12 | 6 | 0.98 | 0 | -4 | 15 | -8 | -9 |

Further records:
| Molecule | mIAP inh | tim10-1 inh | NALP3 yeast inh | mIAP act | A3A deaminase | beta cell repl | TIM10 inh | hIAP block | APOBEC3G inh |
| --- | --- | --- | --- | --- | --- | --- | --- | --- | --- |
| Cc1ccc(N2C(=O)CC2(C#N)c2ccc(OCc3ccccc3)cc2)cc1 (stereo not drawn) | 0 | 16 | 25 | 1 | 1 | -5 | 7 | 3 | -4 |
| CCOc1ccc(C2Oc3nc(SC)nnc3-c3ccccc3N2C(C)=O)cc1OC (stereo not drawn) | 16 | 13 | -1 | 0.84 | -1 | -3 | 7 | 21 | -3 |
| CC(C)(C)OC(=O)CN1C(=O)NC(Cc2c[nH]c3ccccc23)C1=O (stereo not drawn) | -3 | 13 | -4 | 1 | 0 | -1 | 8 | -18 | -5 |
| FC(F)(F)c1cccc(Cc2noc(CN3C[C@@H]4CCC[C@H]3C4)n2)c1 | -5 | -6 | 17 | 1.1 | -3 | -1 | 5 | 2 | -7 |
| Cc1cc(C)cc(NC(=O)C(NCC2CCCO2)c2ccccc2)c1 (stereo not drawn) | -4 | 35 | 1 | 1 | -3 | 0 | -2 | 9 | -10 |
| CC(=C/c1ccccc1)/C=N/n1c(-c2ccco2)n[nH]c1=S | 6 | 22 | 23 | 0.94 | -3 | 2 | 33 | -3 | 15 |
| C=CCNC(=O)C1CCN(S(=O)(=O)c2ccccc2)CC1 | -8 | 3 | -24 | 1.1 | 1 | -3 | 6 | -19 | 0 |
| Cc1nn(-c2ccccc2)c(C)c1/C=N/n1c(-c2ccccc2Br)n[nH]c1=S | -3 | 38 | 4 | 1 | -2 | -4 | 34 | -14 | 2 |
| O=C(COC(=O)C1CCN(c2ccc(C(F)(F)F)cn2)CC1)c1ccc(F)cc1 | -7 | 24 | -3 | 1.1 | 2 | -2 | -4 | 4 | 1 |
| CC1CCCCC1NC(=O)C1CCN(S(=O)(=O)N2CCOCC2)CC1 (stereo not drawn) | 1 | 3 | -1 | 0.99 | 1 | -2 | 3 | -10 | -7 |
